High-throughput results (PubChem)
3CLpro inhibitor – SARS-CoV 3CLpro protease inhibitors, primary screen, biochemical, quenched FRET | Replicase polyprotein 1ab (Severe acute respiratory syndrome coronavirus), P0C6X7 | recombinant SARS-CoV 3CLpro, quenched FRET peptide cleavage | inhibition, % at 6 µM | hit rate 0.14% among 290,000 | AID 1706, 2009; in the data active = inhibition above about 12%
Y pestis TopoI – Yersinia pestis topoisomerase I inhibitors, primary screen, biochemical, cleavage product accumulation, plate reader, single point; Y. pestis Topo-I cleavage product accumulation; hit rate 0.064% among 360,000; DNA topoisomerase I (Yersinia pestis CO92); activity, % at 10 µM; in the data active = activity above about 50%, passing the limit was not always enough; inconclusive = no clear call, values can overlap the other calls; note: inactives centre near 2
Vc quorum ag – inducers of Vibrio cholerae quorum light production without autoinducers, primary screen, BH1578 luxS cqsA deficient, single point; V. cholerae BH1578 lux reporter, luminescence, 6 h; activation, % at 18.7 µM; hit rate 0.16% among 350,000; AID 588436, 2011; in the data active = activation mostly above about 9.7%, no sharp cut-off; inconclusive = no clear call, values can overlap the other calls; inactive = mostly below about 3.7%; note: not every result past the cut was called active; inactives centre near 0; reference of the scale not given here
TcdB inh – TcdB glycohydrolase inhibitors, primary screen, biochemical, single point, plate reader; Toxin B (Clostridioides difficile), P18177; TcdB glycohydrolase enzymatic assay; inhibition, % at 9.99 µM; hit rate 0.24% among 350,000; AID 652162, 2013; in the data active = inhibition above about 10%
PfHsp40 yeast – rescue of yeast from PfHsp40 toxicity, primary screen, S. cerevisiae, ATP luminescence | growth rescue, % at 12.5 µM | hit rate 0.68% among 340,000 | S. cerevisiae expressing PfHsp40, growth rescue; in the data active = growth rescue above about 28%, passing the limit was not always enough; inconclusive = no clear call, values can overlap the other calls;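 note: yeast W303a lacking pdr1 and pdr3 grown in galactose medium; growth measured after three days at 30 °C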
PriA SSB inh – inhibitors of Klebsiella pneumoniae PriA binding to SSB C-terminal tail, primary screen, biochemical, AlphaScreen; PriA–SSB C-terminal tail interaction (Klebsiella pneumoniae); AlphaScreen SSBct-PriA binding, biotinylated peptide; inhibition, % at 33 µM; hit rate 0.6% among 430,000; in the data active = inhibition mostly above about 37%, no sharp cut-off; inactive = mostly below about 20%;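 note: plate controls were negative control peptide for no effect and reference peptide for full effect; strong numbers were not always called active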
BoNT A protease – BoNT/A light chain protease inhibitors, primary screen, biochemical, flow cytometry, MLPCN library; Botulinum neurotoxin type A light chain protease (Clostridium botulinum A str. ATCC 3502); multiplex microsphere protease substrate cleavage; inhibition, % at 10 µM; hit rate 0.17% among 360,000; note: plate controls were buffer without enzyme for full effect and enzyme alone for no effect
Anthrax LF prot – Bacillus anthracis LF protease inhibitors, primary screen, biochemical, multiplex microsphere, MLPCN library; multiplex microsphere protease cleavage assay; inhibition, % at 10 µM; hit rate 0.12% among 360,000; AID 588501, 2011; note: plate controls were buffer without enzyme for full effect and enzyme alone for no effect
Target sequence (P15917 whole entry, looked up): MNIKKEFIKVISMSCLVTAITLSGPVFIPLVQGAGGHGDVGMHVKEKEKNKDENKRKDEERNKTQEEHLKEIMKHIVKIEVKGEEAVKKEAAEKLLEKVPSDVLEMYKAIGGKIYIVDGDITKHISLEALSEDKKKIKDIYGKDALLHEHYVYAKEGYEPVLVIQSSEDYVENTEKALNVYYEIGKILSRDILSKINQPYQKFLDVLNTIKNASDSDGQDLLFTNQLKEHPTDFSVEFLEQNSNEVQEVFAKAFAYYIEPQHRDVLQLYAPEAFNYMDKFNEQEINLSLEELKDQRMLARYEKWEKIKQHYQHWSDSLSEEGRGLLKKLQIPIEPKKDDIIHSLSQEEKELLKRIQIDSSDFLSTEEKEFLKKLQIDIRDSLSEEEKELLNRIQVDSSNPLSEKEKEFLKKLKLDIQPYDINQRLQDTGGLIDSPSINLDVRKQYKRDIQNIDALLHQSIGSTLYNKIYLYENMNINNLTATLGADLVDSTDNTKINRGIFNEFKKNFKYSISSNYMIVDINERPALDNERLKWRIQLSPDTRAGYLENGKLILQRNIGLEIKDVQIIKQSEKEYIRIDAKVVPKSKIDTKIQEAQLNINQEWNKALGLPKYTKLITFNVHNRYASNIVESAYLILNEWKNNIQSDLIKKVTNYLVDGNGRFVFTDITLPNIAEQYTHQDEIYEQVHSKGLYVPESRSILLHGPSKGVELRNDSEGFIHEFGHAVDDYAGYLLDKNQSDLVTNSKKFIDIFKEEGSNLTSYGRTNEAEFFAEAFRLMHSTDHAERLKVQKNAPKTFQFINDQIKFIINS
PrPC surface inh – inhibitors of human cell surface prion protein PrPC, primary screen, cell-based, TR-FRET. Major prion protein (Homo sapiens), P04156. TR-FRET read-out. inhibition, % at 13.8 µM. hit rate 0.43% among 370,000. AID 720596, 2013; in the data active = inhibition above about 24%; note: 0% = median of the test wells and 100% = reference compound wells
* = called active by the depositor; i = inactive; u = inconclusive; x = no result given. Cut-off read from the data, not from the text of the source, unless noted: active = inhibition above about 30%; inconclusive = no clear call, values can overlap the other calls; inactive = below that. A portion of the library; count on the stated rates, not on these rows.

SMILES | 3CLpro inhibitor | Y pestis TopoI | Vc quorum ag | TcdB inh | PfHsp40 yeast | PriA SSB inh | BoNT A protease | Anthrax LF prot | PrPC surface inh
Cc1oc(-c2ccccc2)nc1C(=O)OCC(=O)NCc1ccc(F)cc1 | x | -2 | -0.5 | -2.9 | x | x | 0.3 | 7 | 6
C[C@@H](C(=O)Nc1ccc2c(c1)OCCO2)n1nnc2ccccc2c1=O | -1 | 4 | i | -0.1 | 1.2 | -19 | -0.2 | 0 | 3
Cc1sc2ncnc(SC(C)C(=O)N3c4ccccc4Sc4ccccc43)c2c1C (stereo not given) | 5 | 1 | i | 1.4 | -0.6 | 3 | 1.4 | 0 | -2
COc1ccccc1C(=O)NNC(=O)CN1C(=O)c2ccccc2C1=O | 1 | 3 | -0.5 | 3.2 | -1.4 | -1 | -1.5 | -2 | 1
Cn1c(-c2ccc(Cl)cc2)cnc1NCc1cc2c(cc1[N+](=O)[O-])OCO2 | 0 | -2 | -0.3 | 0.4 | -1.9 | 32 | -1.5 | -7 | -9
O=C(NCc1ccccc1)C1=C[C@H](c2coc3ccccc3c2=O)C[C@H](OCCCCO)O1 | 0 | 8 | i | 1.1 | -0.6 | 2 | -0.3 | 0 | 13
O=C(NCCC(c1ccccc1)c1ccccc1)c1cnc2sccn2c1=O | 3 | 9 | -0.7 | -1.5 | 0.4 | -25 | -0.7 | -2 | 0
CC(C)(C)c1cc(C(=O)NNC(=O)Nc2ccccc2)n(Cc2ccccc2)n1 | 0 | -6 | -0.7 | 1.3 | -0.7 | 3 | u | -3 | 13
CCCCn1c(SCC(=O)Nc2cc(C)on2)nc2ccccc2c1=O | -2 | -4 | i | x | -0.6 | -19 | -1.8 | -1 | -3
CCC(=O)c1ccc(OCC(O)Cn2nc(C)c(C(C)=O)c2C)cc1 (stereo not given) | -8 | 0 | -0.3 | 1.8 | -0.4 | -2 | 0.3 | -1 | 0
CC(C)CN=Cc1c(O)c([N+](=O)[O-])cc2oc3c(c12)CCCC3 | 0 | -5 | -0.4 | x | 484* | 2 | 4.6 | -1 | -5
CSCC[C@H](NC(=O)NCc1ccc(F)cc1)C(=O)O | 1 | 0 | x | x | -0.8 | 3 | 0.2 | -10 | 6
CN(CC(=O)Nc1cccc(F)c1)C(=O)c1cccnc1Sc1ccccc1Cl | x | -11 | i | 0.4 | -0.4 | 21 | 38* | 1 | 6
CSc1nc(-c2ccccc2F)c(C#N)c(=O)n1C | -3 | -1 | i | 1.4 | 13 | -6 | 0.6 | -4 | 10
Cc1ccc(-n2nc3c(c2NC(=O)c2ccc(S(=O)(=O)N4CCOCC4)cc2)CSC3)c(C)c1 | 2 | -5 | -0.5 | x | 0.1 | -17 | 1.1 | -2 | x
O=C(c1sc2cc([N+](=O)[O-])ccc2c1Cl)N1CCCCC1 | -3 | 1 | i | x | -2.2 | -3 | 1.1 | 1 | -30
O=C(COC(=O)C1CCCCC1)Nc1ccc(S(=O)(=O)N2CCOCC2)cc1 | 0 | 4 | i | 1.4 | 1.2 | 2 | 0.0 | -4 | 5
COCc1nnc(NC(=O)C2CC(=O)N(c3ccc(C)c(Cl)c3)C2)s1 (stereo not given) | x | 7 | 1.9 | 0.3 | -2.7 | -8 | 0.0 | -5 | -2
ON(Cc1c(F)cccc1Cl)Cc1c(F)cccc1Cl | 0 | 15 | i | 0.0 | 0.3 | -7 | 0.2 | 10 | -4
COc1cc(OC)c(C2SCCCS2)cc1OC | -1 | -1 | i | -4.5 | 2.0 | 3 | -3.3 | -5 | -9
O=C(CN1CCN(c2ccc(O)cc2)CC1)Nc1ccc(-c2ccccc2)cc1 | 0 | 13 | -0.4 | -3.2 | 0.2 | 12 | 2.6 | -8 | 6
CCOC(=O)c1ccc(N2C(=O)CC(N(C)CCc3ccc(OC)c(OC)c3)C2=O)cc1 (stereo not given) | -6 | 14 | 3.2 | x | 558* | -13 | -0.2 | -3 | -8
Nc1nc(SCc2ccc(Br)cc2)[nH]c(=O)c1-c1ccccc1 | 3 | 0 | i | 0.1 | 0.5 | 9 | 1.5 | 4 | 8
COc1ccc(F)cc1C(=O)C1CCCN(Cc2c(C)n(C)n(-c3ccccc3)c2=O)C1 (stereo not given) | 5 | -11 | -0.4 | 0.7 | -0.4 | -1 | -1.8 | -2 | -11
CCc1cccc2c(C(=O)CN3C(=O)NC4(CCCCCC4)C3=O)c[nH]c12 | x | -17 | i | 1.4 | 0.6 | 3 | 1.2 | 2 | 1

Further compounds follow.
SMILES | 3CLpro inhibitor | Y pestis TopoI | Vc quorum ag | TcdB inh | PfHsp40 yeast | PriA SSB inh | BoNT A protease | Anthrax LF prot | PrPC surface inh
CN1Cc2cnnn2-c2ccccc2C1C#N (stereo not given) | x | 0 | -0.2 | 0.7 | 0.2 | 3 | -0.4 | -10 | -2
COc1ccc(C(=O)NCC(=O)OCc2cccc(Br)c2)cc1 | -7 | 14 | i | 0.5 | 5.5 | -16 | -0.9 | -2 | -1
CC(=O)ON1C(C)(C)CC(OC(=O)c2ccccc2)CC1(C)C | -5 | 16 | -1.0 | x | 0.9 | -16 | 0.6 | -3 | -4
O=C(O)CSC1c2ccccc2C(=O)N1Cc1ccccc1 (stereo not given) | 2 | 2 | -0.1 | x | 0.2 | -14 | -0.9 | -2 | 6
Cc1cc(C(=O)CSC(C)c2nc3ccccc3c(=O)[nH]2)c(C)n1C (stereo not given) | 0 | 10 | x | x | 1.2 | -10 | 0.6 | -7 | -2
O=C(CN(C(=O)c1csnn1)c1cccc2ccccc12)NCc1ccc(F)cc1 | 3 | 7 | i | 0.3 | 1.3 | -4 | -0.3 | 1 | 4
O=C(Nc1ccccc1C(=O)N1CCN(Cc2ccccc2)CC1)c1ccc(F)cc1 | -1 | 14 | -1.7 | 1.0 | 0.9 | 1 | 0.0 | -3 | 5
Cc1ccc2oc(=O)c(/C=C(\O)c3ccco3)nc2c1 | 9 | -2 | -1.6 | 1.0 | -0.3 | -8 | 0.0 | 10 | 0
Cc1ccc(C(=O)N2CC(=O)Nc3ccc(F)cc3C2c2ccccc2)cc1 (stereo not given) | 1 | -3 | i | 0.2 | 0.0 | 0 | -0.7 | -4 | 5
Cc1ccc(C)c(CSCC(=O)NCc2cccs2)c1 | 0 | 17 | -0.1 | 1.4 | 0.0 | -18 | -1.4 | -8 | -1
Cc1cc(C)cc(NC(=O)C2CCCN(c3ncccn3)C2)c1 (stereo not given) | -4 | 0 | -0.2 | 0.9 | -0.1 | -16 | 0.2 | -2 | 6
CCOC(=O)C1CCN(C(=O)COC(=O)c2cccc(NS(=O)(=O)c3ccccc3)c2)CC1 | x | 7 | -0.3 | 0.4 | 0.9 | -9 | -1.4 | -1 | 0
CCOc1ccc(OCc2ccc(C(=O)NCc3ccncc3)o2)cc1 | 3 | 4 | -1.5 | x | -1.0 | -3 | -0.3 | -2 | 8
CCN(CC)CCN(C(=O)CCOc1ccccc1)c1nc2c(F)cc(F)cc2s1 | -4 | -9 | 2.3 | 1.2 | 0.4 | -11 | -0.4 | -17 | 8
Cc1nn(-c2ccccc2)c(C)c1/C=N/N1CCN(c2ccccn2)CC1 | 0 | -5 | -0.9 | -1.1 | 1.4 | x | 0.0 | -4 | 4
Cn1c(SCC(=O)Nc2ccc3nc(SCC(=O)N4CCCC4)sc3c2)nnc1-c1ccc(N)cc1 | 1 | 3 | 0.6 | x | 0.4 | 1 | -0.7 | -8 | x
CCOC(=O)c1c(NC(=O)CSc2nnc(-c3ccc(Cl)cc3)o2)sc2c1CCC2 | x | 0 | -0.6 | 0.9 | -0.2 | 3 | 0.0 | -7 | -1
COc1ccc(NC(=O)Nc2sc(NS(=O)(=O)c3ccccc3)nc2C)cc1 | 3 | -10 | -0.5 | -2.8 | 0.2 | -2 | -0.1 | -4 | 2
O=C(O)/C(=C\c1ccc(F)cc1)c1ccc(-c2ccccc2)cc1 | 13* | -7 | -0.4 | -1.5 | 512* | -8 | -2.3 | 4 | 8
CC1(C)C(=O)Nc2ccccc2N1C(=O)COC(=O)Cn1cnc2ccccc2c1=O | 5 | 0 | -3.4 | x | 0.1 | 5 | -0.7 | -4 | -2
CN1CCC(c2c[nH]c3ccc(O)cc23)CC1 | x | -1 | i | -2.1 | -1.5 | -17 | -1.3 | -3 | -1
CCOC(=O)Cc1csc(NC(=S)NC(=O)c2ccc(C)cc2)n1 | 9 | 4 | i | 1.5 | 0.0 | 0 | -0.6 | -2 | 3
Cc1c(C(=O)N(C)C2CCCCC2)sc2ncnc(N3CCN(c4ccccc4)CC3)c12 | 1 | 29 | -0.6 | 0.9 | 5.9 | 22 | 0.1 | -2 | 5
Cc1cc(C=O)c(C)n1-c1ccc(N2CCCC2)c([N+](=O)[O-])c1 | -2 | -4 | i | x | 0.2 | -5 | -0.9 | -3 | -2
COC(=O)[C@@]1(C)[C@H]2C(=O)N(Cc3ccccc3)C(=O)[C@H]2[C@H]2CN=C(SCC(=O)c3ccccc3)N21 | x | 17 | i | 2.0 | 0.0 | 2 | 0.0 | -3 | 0
CNc1ncc(Cc2ccccc2)s1 | 3 | -1 | -0.6 | -3.0 | -0.1 | -2 | -0.9 | -3 | 4
COc1ccc(OC)c(/C=N/NC(=O)c2nnn(-c3nonc3N)c2-c2cccs2)c1 | 5 | -6 | -0.3 | 2.1 | -0.3 | x | 1.7 | 3 | 7
CC(OC(=O)COc1cccc2c1OC(C)(C)C2)C(=O)Nc1ccc(S(N)(=O)=O)cc1 (stereo not given) | x | 9 | i | -0.8 | 2.9 | -7 | -0.6 | 0 | 3

Ten entries from above, with tabs.
smiles	3CLpro inhibitor	Y pestis TopoI	Vc quorum ag	TcdB inh	PfHsp40 yeast	PriA SSB inh	BoNT A protease	Anthrax LF prot	PrPC surface inh
O=C(O)/C(=C\c1ccc(F)cc1)c1ccc(-c2ccccc2)cc1	13*	-7	-0.4	-1.5	512*	-8	-2.3	4	8
CC1(C)C(=O)Nc2ccccc2N1C(=O)COC(=O)Cn1cnc2ccccc2c1=O	5	0	-3.4	x	0.1	5	-0.7	-4	-2
CN1CCC(c2c[nH]c3ccc(O)cc23)CC1	x	-1	i	-2.1	-1.5	-17	-1.3	-3	-1
CCOC(=O)Cc1csc(NC(=S)NC(=O)c2ccc(C)cc2)n1	9	4	i	1.5	0.0	0	-0.6	-2	3
Cc1c(C(=O)N(C)C2CCCCC2)sc2ncnc(N3CCN(c4ccccc4)CC3)c12	1	29	-0.6	0.9	5.9	22	0.1	-2	5
Cc1cc(C=O)c(C)n1-c1ccc(N2CCCC2)c([N+](=O)[O-])c1	-2	-4	i	x	0.2	-5	-0.9	-3	-2
COC(=O)[C@@]1(C)[C@H]2C(=O)N(Cc3ccccc3)C(=O)[C@H]2[C@H]2CN=C(SCC(=O)c3ccccc3)N21	x	17	i	2.0	0.0	2	0.0	-3	0
CNc1ncc(Cc2ccccc2)s1	3	-1	-0.6	-3.0	-0.1	-2	-0.9	-3	4
COc1ccc(OC)c(/C=N/NC(=O)c2nnn(-c3nonc3N)c2-c2cccs2)c1	5	-6	-0.3	2.1	-0.3	x	1.7	3	7
CC(OC(=O)COc1cccc2c1OC(C)(C)C2)C(=O)Nc1ccc(S(N)(=O)=O)cc1 (stereo not given)	x	9	i	-0.8	2.9	-7	-0.6	0	3
